Assay outcomes from PubChem BioAssay.
TAAR1 ag: human TAAR1 agonism. CHO RD-HGA16 TAAR1, Fluo-8 calcium fluorescence; vehicle wells 0%, saturating PEA agonist 100%. Q96RJ0. hit rate 0.99% among 360,000. activation, % at 3 µM. AID 624467;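 active means activation above the mean activation of all test compounds in the run plus 3 SD, cut at about 38% in these data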
Target sequence (Q96RJ0 whole entry, looked up): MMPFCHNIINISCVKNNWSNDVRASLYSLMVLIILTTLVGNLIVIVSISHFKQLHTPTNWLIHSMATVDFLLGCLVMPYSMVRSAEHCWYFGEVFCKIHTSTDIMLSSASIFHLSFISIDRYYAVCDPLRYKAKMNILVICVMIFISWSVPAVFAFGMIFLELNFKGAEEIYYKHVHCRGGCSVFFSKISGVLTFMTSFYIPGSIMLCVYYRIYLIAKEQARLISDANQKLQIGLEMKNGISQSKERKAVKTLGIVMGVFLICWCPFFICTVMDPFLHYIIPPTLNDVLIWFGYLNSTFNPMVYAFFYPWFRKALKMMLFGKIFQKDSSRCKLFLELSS
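System: CHO-derived RD-HGA16 cells with stable Gα16 and human TAAR1 / Times: 17-24 h plating, Fluo-8 75 min 37 °C, 30 min RT / Technique: calcium-sensitive Fluo-8 signal, excitation 470-495, emission 515-575 nm / Measure: % activation relative to PEA EC100 response / Benchmarks: DMSO and PEA EC100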
M4 PAM: CHRM4 positive allosteric modulation; P08173; CHO-K1 hM4/Gqi5, Fluo-8 calcium fluorescence, ACh EC20; 0% = ACh EC20, 100% = maximal ACh; activation, % at 3 µM; hit rate 0.4% among 360,000;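 active means activation above its plate's cutoff, the mean activation of sample wells plus 3 SD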; further: some results filed as inactive read as strong as hits
CRFBP-R2 agonist: agonists of human CRF-binding protein/CRF-R2 receptor complex; HEK293 CRF-R2/CRF-BP, calcium dye fluorescence (FLIPR); percent of saturating CRF peptide response; activation, % at 13.2 µM; hit rate 0.46% among 350,000;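 active means activation of at least 50%, plus an integration ratio under a set limit after plate pattern correction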;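 further: plate controls were neutral control wells without compound for no effect and CRF at EC100 for full effect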
CHRM5 antagonist: CHRM5 antagonism in calcium assay. inhibition, % at 3 µM. AID 624040. P08912. CHO-hM5 cells, Fluo-8 calcium fluorescence, ACh EC80. hit rate 0.59% among 360,000;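 active means inhibition above a per-plate cutoff, the mean of that plate's test compounds plus 3 SD, cut at about 27% in these data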;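 further: 0% = acetylcholine EC80 with DMSO and 100% = DMSO without agonist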
Target sequence (P08912 whole entry, looked up): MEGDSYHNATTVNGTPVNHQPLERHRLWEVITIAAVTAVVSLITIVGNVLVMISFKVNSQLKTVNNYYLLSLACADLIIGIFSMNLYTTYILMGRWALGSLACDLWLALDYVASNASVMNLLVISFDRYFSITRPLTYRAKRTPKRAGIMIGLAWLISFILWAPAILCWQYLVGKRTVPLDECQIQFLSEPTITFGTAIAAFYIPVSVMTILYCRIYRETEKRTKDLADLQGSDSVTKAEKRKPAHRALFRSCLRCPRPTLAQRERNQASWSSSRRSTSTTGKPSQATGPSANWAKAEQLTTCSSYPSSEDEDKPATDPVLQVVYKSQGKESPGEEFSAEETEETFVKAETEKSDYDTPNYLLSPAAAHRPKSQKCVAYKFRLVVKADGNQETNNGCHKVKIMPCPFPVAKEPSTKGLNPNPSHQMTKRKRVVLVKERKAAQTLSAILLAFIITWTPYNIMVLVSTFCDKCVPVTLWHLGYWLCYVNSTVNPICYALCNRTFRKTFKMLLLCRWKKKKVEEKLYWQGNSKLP
CHRM5 agonist: agonists of human muscarinic M5 receptor (CHRM5). P08912. activation, % at 3 µM. hit rate 0.19% among 360,000. CHO-K1 hM5 cells, Fluo-8 calcium fluorescence; 0% DMSO wells, 100% maximal acetylcholine response. AID 624037;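 active means activation above the run's mean over test compounds plus 3 SD, cut at about 23% in these data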;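 further: signal is peak over basal fluorescence ratio across the kinetic read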
M5 PAM: positive allosteric modulators of human muscarinic M5 receptor; P08912; CHO-K1 hM5, Fluo-8 calcium, ACh EC20 PAM; 0% = ACh EC20, 100% = ACh EC100; activation, % at 3 µM; hit rate 0.3% among 360,000; AID 624038;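 active means activation above the run cutoff, the mean activation of all test compounds plus 3 SD, cut at about 18% in these data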
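Measured by: Fluo-8 calcium fluorescence; material: human M5 receptor in CHO-K1 cells; schedule: Post-acetylcholine fluorescence recording 140 s; benchmarks: low control EC20 acetylcholine (0%), high control EC100 acetylcholine (100%); read-out: Max/basal fluorescence ratio as % of EC20–EC100 ACh window; compound: single dose, 3 µM nominal final test concentration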
M1 PAM parental: counter-screen for M1 PAMs: effect in parental CHO-K1 cells; hit rate 0.02% among 360,000; AID 602247; activation, % at 3 µM; ATP EC20, Fluo-8 calcium fluorescence; 0% at ATP EC20, 100% at ATP max;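 active means activation above the run cutoff, the mean activation of all test compounds plus 3 SD, cut at about 40% in these data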;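 further: peak over basal fluorescence ratio in a 140 s read after ATP addition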
CRFR2-BP antag: CRF-BP/CRF-R2 complex antagonism. HEK293 CRF-R2/CRF-BP, CRF-induced calcium fluorescence. inhibition, % at 11.8 µM. hit rate 0.59% among 350,000. AID 588475;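 active means inhibition of the ligand-induced calcium signal above about 50% at the single tested concentration, limit read from the data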
TAAR1 antagonist: human TAAR1 antagonism; CHO RD-HGA16 TAAR1, Fluo-8 calcium fluorescence, antagonist; inhibition, % at 3 µM; AID 624466; hit rate 1.5% among 360,000; Q96RJ0;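 active means inhibition above a per-plate cutoff, the mean inhibition of test compounds on that plate plus 3 SD, cut at about 49% in these data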;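 further: 0% = DMSO plus EC80 beta-PEA response and 100% = DMSO alone without agonist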
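Test system: CHO RD-HGA16 cells bearing hTAAR1 | Reagent: β-PEA, EC80 | Compound dosing: 3 µM, single point | Schedule: Dye loading 75 min at 37 °C, then 30 min room temperature | Signal: Calcium fluorescence with Fluo-8 | Evaluation: Percent inhibition of PEA-evoked calcium signal, max/basal emission ratio | Control set: DMSO-only wells and EC80 β-PEA-stimulated wells | Repeats: Singlicate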
* hit, by the source's call; x = not tested or not shown.

SMILES	TAAR1 ag	M4 PAM	CRFBP-R2 agonist	CHRM5 antagonist	CHRM5 agonist	M5 PAM	M1 PAM parental	CRFR2-BP antag	TAAR1 antagonist
COc1ccc(N2CCN(C(=O)C3CCCN(S(=O)(=O)c4cccc5cccnc45)C3)CC2)cc1 (stereo not given)	1	-4	0.0	1	2	-7	-8	-8	13
Cc1cccc(NC(=S)NCC(c2cccnc2)N(C)C)c1 (stereo not given)	-1	4	-1.3	7	-2	-5	0	9	-5
CCOC(=O)C1CCN(C(=O)CSc2cc(=O)n(C)c3ccccc23)CC1	1	0	-2.4	-5	0	3	16	4	1
COC(=O)c1ccc(NC(=O)CSc2nnc(-c3ccncc3)n2N)cc1	9	20	-1.3	7	-2	-1	24	-4	4
CCN(C(=S)NC(=O)Cc1ccc(OC)cc1)c1ccccc1	0	-5	-0.9	4	3	3	9	0	-13
COc1ccc(CN(Cc2ccc(C(=O)O)cc2)C(=S)Nc2cc(C)cc(C)c2)cc1OC	3	4	-0.4	4	-1	18	-10	-1	-6
Cc1cc(-c2ccccc2)nc(-c2ccccc2)c1C	9	-7	0.9	5	-2	1	0	1	21
COCCNC(=O)C1Nc2ccc(C(F)(F)F)cc2C2C=CCC12 (stereo not given)	1	9	1.4	12	0	-5	19	-5	7
Cc1sc2ncnc(SCC(=O)Nc3nc(-c4ccc(F)c(F)c4)cs3)c2c1C	6	14	-2.2	0	-2	-4	-3	3	-16
Cc1c(CNC2CCCC(C)C2C)c(C(=O)O)c(C)n1Cc1ccccc1 (stereo not given)	3	-3	-1.8	9	-6	-1	6	-15	-18
COc1cc(C(=O)OCC(=O)N(C)c2ccccc2)cc(OC)c1OC	4	4	0.0	1	-1	0	-4	0	-8
O=C(c1ccccc1)c1c(O)nc(-c2ccccc2)n(-c2ccccc2)c1=O	1	13	-0.4	11	1	-6	11	1	-3
O=C(Cn1nc(CNc2ccc(Br)cc2)[n+]2c1CCCCC2)c1ccc([N+](=O)[O-])cc1	2	-19	-0.6	-7	-13	7	-11	6	-7
CCCCCCCCCCCCN1[C@@H](CC(=O)O)c2cc(C(F)(F)F)ccc2S1(=O)=O	2	-5	6.4	26	-3	-9	-2	-1	17
O=C(Nc1nnc(S(=O)(=O)N2CCOCC2)s1)c1ccc(F)cc1	0	6	-2.1	0	2	1	8	23	10
CC(NNC(=S)N1CCN(c2ccccn2)CC1)c1nccc2ccccc12 (stereo not given)	10	-2	-1.8	12	-4	-10	4	8	29
COc1cc(C(=O)C(=O)c2cc(OC)c(O)c(OC)c2)cc(OC)c1O	3	6	2.1	5	1	3	9	13	-15
CCCNC(=O)Nc1ccccc1SC	7	-4	1.0	-8	-2	3	0	4	4
CSC(=S)N/N=C/c1ccc(N(C)C)cc1	2	0	-0.6	10	-1	-1	6	0	10
CCOC(=O)C1C(C(=O)OCC)C2C(=O)C3C(C(=O)OCC)C(C(=O)OCC)C3C(=O)C12 (stereo not given)	1	1	x	-6	2	-1	0	x	8
O=C(C[C@H]1C[C@@H]2c3cc(NS(=O)(=O)c4ccccc4)ccc3O[C@@H]2[C@H](CO)O1)NC1CCCC1	0	5	-0.7	3	2	0	16	11	-1
O=C(Oc1ccc(O)cc1)C12CC3CC(CC(C3)C1)C2	5	-1	2.5	3	3	2	13	-25	-8
Cc1ccc(CNC(=O)C2CCCN2C(=O)NCc2ccccc2)cc1 (stereo not given)	4	2	-2.1	-3	-7	-5	17	0	8
O=C(N/N=C/C1C(c2ccccc2)C1(Cl)Cl)c1cccc(Br)c1 (stereo not given)	6	1	-0.4	6	-3	-13	7	-4	-4
CCC(C(=O)OCC(=O)NC1CCS(=O)(=O)C1)c1ccccc1 (stereo not given)	2	1	3.0	1	2	4	-16	-13	-23
COc1ccc(NS(=O)(=O)c2ccc(C)c(NC(=O)NC3CCCCC3)c2)cc1	3	2	0.1	4	-1	-3	19	-61	-16
Cc1cnn(CCC(=O)NNC(=S)Nc2ccc(F)cc2)c1	2	0	1.4	-3	-2	9	11	4	-13
CCC(=O)N1CCc2cc(S(=O)(=O)NCCCOC)ccc21	11	4	0.0	4	2	-1	8	-2	-4
CC(C)(C)c1ccc(C(=O)N2CCC2(C)C(=O)Nc2cccc(C#N)c2)cc1 (stereo not given)	26	-8	x	3	0	-5	14	x	1
CCCN(Cc1nnc(-c2ccccc2Cl)o1)C(=O)COc1ccc(Cl)cc1	1	1	-0.8	5	1	-11	-6	7	-7
COc1cc(CC(=O)C(=O)O)oc(=O)c1	0	-5	0.7	0	0	-1	-16	15	-14
CCCCc1c(O)nc(SCC(=O)NC(C)(C)C)n(-c2ccccc2C)c1=O	5	14	2.8	-2	1	4	-3	-20	9
O=C(COc1ccc(Cl)cc1Cl)NCCCNC(=O)c1cnccn1	1	-12	1.4	15	0	-4	-2	-12	-1
CCOC(=O)c1ccc(NC(=S)Nc2ccccc2)cc1	9	8	-1.7	10	-3	-5	15	19	7
CC(CCc1ccccc1)NC(=O)CSc1cccc[n+]1[O-] (stereo not given)	1	3	-0.9	10	3	1	8	5	-2
NC(c1csc(Nc2cc(NCCCO)ncn2)n1)c1ccccc1Cl (stereo not given)	1	-1	x	-12	1	0	6	x	6

Reformatted: five of the compounds above
molecule | TAAR1 ag | M4 PAM | CRFBP-R2 agonist | CHRM5 antagonist | CHRM5 agonist | M5 PAM | M1 PAM parental | CRFR2-BP antag | TAAR1 antagonist
NC(c1csc(Nc2cc(NCCCO)ncn2)n1)c1ccccc1Cl (stereo not given) | 1 | -1 | x | -12 | 1 | 0 | 6 | x | 6
CCCN(Cc1nnc(-c2ccccc2Cl)o1)C(=O)COc1ccc(Cl)cc1 | 1 | 1 | -0.8 | 5 | 1 | -11 | -6 | 7 | -7
O=C(COc1ccc(Cl)cc1Cl)NCCCNC(=O)c1cnccn1 | 1 | -12 | 1.4 | 15 | 0 | -4 | -2 | -12 | -1
CCOC(=O)c1ccc(NC(=S)Nc2ccccc2)cc1 | 9 | 8 | -1.7 | 10 | -3 | -5 | 15 | 19 | 7
Cc1cnn(CCC(=O)NNC(=S)Nc2ccc(F)cc2)c1 | 2 | 0 | 1.4 | -3 | -2 | 9 | 11 | 4 | -13

(continued)
SMILES	TAAR1 ag	M4 PAM	CRFBP-R2 agonist	CHRM5 antagonist	CHRM5 agonist	M5 PAM	M1 PAM parental	CRFR2-BP antag	TAAR1 antagonist
CCOC(=O)c1sc2nc(N3CCOCC3)c3c(c2c1N)CC(C(C)C)OC3 (stereo not given)	4	7	-2.7	16	0	-7	-4	0	-9
Cc1cc(SCC(=O)c2cccc([N+](=O)[O-])c2)nc(=O)[nH]1	x	2	-0.4	15	-2	-4	15	6	x
O=C(COc1ccc(Br)cc1)Nc1ccc([N+](=O)[O-])cn1	2	2	0.3	0	-7	-5	-2	3	8
CC(C)c1ccc(OCC(=O)Nc2cccc3c2CCCC3)cc1	15	-2	1.0	1	-10	-6	-2	-3	45
Cc1ccc(C(=O)Nc2c(C)n(C)n(-c3ccccc3)c2=O)cc1	6	1	-1.8	-5	3	5	19	8	-7
Cc1cccc(OCC2=NS(=O)(=O)c3ccccc3N2)c1	8	0	-0.6	4	-3	-3	8	0	8
Cc1ccc2c(c1)CC(C)N2S(=O)(=O)c1nnc(NC(=O)CC(C)C)s1 (stereo not given)	0	-4	2.1	-8	-2	8	12	1	-30
Cc1ccc(OCCn2cc(Br)c(=O)[nH]c2=O)cc1	0	2	1.1	1	-2	-1	15	-2	-3
CCOC(=O)c1c(-c2ccccc2)csc1NC(=O)CSc1nnc(C)s1	8	-12	0.1	21	2	-16	2	-20	36
CSCCC(NC(=O)COc1ccccc1)C(=O)NCCOc1ccccc1 (stereo not given)	7	-4	-0.8	4	0	4	-11	0	-3

Some of these compounds in order of their number in CRFBP-R2 agonist, ascending.
mol	TAAR1 ag	M4 PAM	CRFBP-R2 agonist	CHRM5 antagonist	CHRM5 agonist	M5 PAM	CRFR2-BP antag	TAAR1 antagonist
CCOC(=O)c1sc2nc(N3CCOCC3)c3c(c2c1N)CC(C(C)C)OC3 (stereo not given)	4	7	-2.7	16	0	-7	0	-9
Cc1cccc(OCC2=NS(=O)(=O)c3ccccc3N2)c1	8	0	-0.6	4	-3	-3	0	8
Cc1ccc2c(c1)CC(C)N2S(=O)(=O)c1nnc(NC(=O)CC(C)C)s1 (stereo not given)	0	-4	2.1	-8	-2	8	1	-30

Just M4 PAM and TAAR1 ag, for 5 of the compounds above:
SMILES	M4 PAM	TAAR1 ag
Cc1ccc2c(c1)CC(C)N2S(=O)(=O)c1nnc(NC(=O)CC(C)C)s1 (stereo not given)	-4	0
Cc1cccc(OCC2=NS(=O)(=O)c3ccccc3N2)c1	0	8
CC(C)c1ccc(OCC(=O)Nc2cccc3c2CCCC3)cc1	-2	15
O=C(COc1ccc(Br)cc1)Nc1ccc([N+](=O)[O-])cn1	2	2
CCOC(=O)c1sc2nc(N3CCOCC3)c3c(c2c1N)CC(C(C)C)OC3 (stereo not given)	7	4
